# AMA1 RON2 block = qHTS for Inhibitors of AMA1-RON; Towards Development of Antimalarial Drug Lead: Primary Screen; Plasmodium falciparum AMA1 (3D7) - RON2 peptide interaction; AlphaScreen AMA1-biotinylated RON2 peptide binding; Potency, µM (doses to about 58.2 µM), inactives show at the highest dose activity change, negative = inhibition, hits mostly inhibitors; actives 0.2% (n = 360,000);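 also: potency is read from the fitted curve at half-maximal effect; 0% = vehicle wells and -100% = peptide control; nearly all actives have a fitted effect of over 45% in size; some results filed as inactive show a strong effect at the top dose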
#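 AMA1 (3D7) with his tag at 25 nM final met compounds first, then biotinylated RON2 peptide at 25 nM; detection used donor plus acceptor beads, 10 µg/mL apiece, read by AlphaScreen after 30 min at room temperature.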
# Tb PYK inh = qHTS of Trypanosoma Brucei Inhibitors; pyruvate kinase (Trypanosoma brucei), Q57TT1; TbPYK enzyme, Kinase-Glo Plus ATP luminescence, 45 min; Potency, µM (highest dose often 76.8 µM), inactives show at the top dose activity, negative = inhibition, hits mostly inhibitors; actives 0.12% (n = 410,000); also: potency is read from the fitted curve at half-maximal effect; nearly all actives have a fitted effect of over 50% in size
#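 Glycolytic pyruvate kinase of T. brucei was incubated with substrate, test compound and 130 uM ADP for 45 minutes at room temperature. Luminescent Kinase-Glo Plus signal was measured after 10 minutes.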
# HCV inhibitor = qHTS Assay for Inhibitors of Hepatitis C Virus (HCV) | Huh7.5.1 HCVcc-Cre infection, luciferase reporter, 44 h | Potency, µM (series often up to 41.8 µM), for the others: at the top dose activity change, negative = inhibition, hits mostly inhibitors | actives 3.4% (n = 340,000); also: potency is read from the fitted curve at half-maximal effect
#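 1,000 cells/well; 4 h culture; + compound; + HCVcc-Cre (~0.5 moi); 44 h; luciferase substrate, RT 15 min; read 15 sec.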
# AmpC inh no detg = qHTS Inhibitors of AmpC Beta-Lactamase (assay without detergent); AmpC nitrocefin hydrolysis, absorbance 480 nm, 0.0001% Triton; P00811; Potency, µM (series often up to 57.1 µM), without a hit: top-dose activity change, negative = inhibition, most hits filed as inhibitors; actives 0.52% (n = 330,000);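 also: potency is read from the fitted curve at half-maximal effect; plate controls were no compound for no effect and no enzyme for full effect; nearly all actives have a fitted effect of over 20% in size; some results filed as inactive show a strong effect at the top dose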
# Target sequence (P00811 whole entry, looked up): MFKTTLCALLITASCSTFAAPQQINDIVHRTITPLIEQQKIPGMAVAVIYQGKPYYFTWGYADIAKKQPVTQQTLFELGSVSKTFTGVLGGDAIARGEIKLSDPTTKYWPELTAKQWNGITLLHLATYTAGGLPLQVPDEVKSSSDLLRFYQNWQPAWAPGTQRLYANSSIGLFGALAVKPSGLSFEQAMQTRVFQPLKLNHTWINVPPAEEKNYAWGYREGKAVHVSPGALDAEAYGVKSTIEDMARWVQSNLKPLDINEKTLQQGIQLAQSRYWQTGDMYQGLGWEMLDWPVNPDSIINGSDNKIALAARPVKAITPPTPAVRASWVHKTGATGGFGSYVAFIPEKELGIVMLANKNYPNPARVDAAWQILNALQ
#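 AmpC (5.3 nM in the dispensed reagent) in 20 mM phosphate pH 7.0 with 0.01% (detergent screen) or 0.0001% Triton X-100 was preincubated with compounds for 15 min at room temperature. Nitrocefin was then added from an 800 uM solution, and hydrolysis was followed at 480 nm.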
# HCMV inh = qHTS Assay for inhibitors of the human cytomegalovirus (HCMV); HFF cells, HCMV-luciferase reporter, 72 h; stronger effect = lower value; activity change, negative = inhibition, % at 57.5 µM; actives 4.5% (n = 410,000); AID 1259415, 2018; in the data active = activity change below about -60%; inconclusive = no clear call, values can overlap the other calls; inactive = above about -39%
#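 After 16 h attachment at 37C, HFF cells received test compound and HCMV-luciferase (1 PFU/cell); reporter luminescence read 72 h later, data normalized against buffer-only and known inhibitor Salinomycin.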
# LmPK inhibitor = qHTS Assay for Inhibitors of Leishmania Mexicana Pyruvate Kinase (LmPK); Q27686; purified LmPK, Kinase-Glo ATP luminescence, 1 h; Potency, µM (highest dose often 57.5 µM), for the others: top-dose activity change, negative = inhibition, usual class: inhibitors; actives 0.37% (n = 290,000); AID 1721, 2009; also: potency is read from the fitted curve at half-maximal effect
# Target sequence (Q27686 whole entry, looked up): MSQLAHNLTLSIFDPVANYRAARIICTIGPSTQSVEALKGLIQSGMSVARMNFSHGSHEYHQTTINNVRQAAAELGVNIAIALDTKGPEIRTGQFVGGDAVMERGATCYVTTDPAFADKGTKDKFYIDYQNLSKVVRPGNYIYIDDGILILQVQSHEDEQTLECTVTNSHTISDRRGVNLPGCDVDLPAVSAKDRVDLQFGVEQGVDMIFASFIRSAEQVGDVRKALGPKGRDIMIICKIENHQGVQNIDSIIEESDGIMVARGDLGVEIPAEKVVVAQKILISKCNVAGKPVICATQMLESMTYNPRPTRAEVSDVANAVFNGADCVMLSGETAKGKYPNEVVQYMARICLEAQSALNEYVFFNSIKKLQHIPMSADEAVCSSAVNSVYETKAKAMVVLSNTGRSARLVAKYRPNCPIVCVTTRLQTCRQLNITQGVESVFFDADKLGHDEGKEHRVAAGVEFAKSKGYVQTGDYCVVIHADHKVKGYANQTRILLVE
#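 Screened at intermediate enzyme activity to detect both inhibitors and activators: LmPK at 0.1 nM, with a 0.5 nM enzyme column as activation reference. PEP 0.5 mM, ADP 0.1 mM; ATP detected by luminescence after 1 h.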
# AmpC detergent = qHTS Inhibitors of AmpC Beta-Lactamase (assay with detergent); P00811; AmpC hydrolysis of nitrocefin, absorbance 480 nm, 0.01% Triton; Potency, µM (highest dose often 114 µM), for the others: at the top dose activity change, negative = inhibition, actives largely listed as inhibitors; actives 0.041% (n = 370,000); AID 485294, 2010;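 also: potency is read from the fitted curve at half-maximal effect; 0% = no-compound wells and -100% = no-enzyme wells; nearly all actives have a fitted effect of over 25% in size; some results filed as inactive show a strong effect at the top dose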
#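 20 mM phosphate pH 7.0 + 0.01% (detergent screen) or 0.0001% Triton X-100; 5.3 nM AmpC reagent; cpd preinc 15 min RT; nitrocefin (800 uM stock) to start; A480 q20 s × 4 min; Activity was normalised to no-enzyme and no-compound control wells.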
# Active calls of the source: *; ? = inconclusive; nt = not tested or not shown; & = joins results of further samples; ! = not confirmed by another sample; [ ] = another dose, or the depositor's remark. Unless noted, calls follow the shape of the dose curve; as a rule, active = well fitted curve in the direction sought with a large enough effect; inconclusive = small, poorly fitted or top-dose-only effect, or another doubt; inactive = no such curve, though single readings can be large; an effect the other way counts as inactive or inconclusive. Unless noted, % is scaled to controls: 0 for no effect and ±100 for the full control effect. Hits appear at their usual frequency; about 7.5% have a hit in one of these screens.
# Below each compound: AMA1 RON2 block, Tb PYK inh, HCV inhibitor, AmpC inh no detg, HCMV inh, LmPK inhibitor, AmpC detergent
Cc1ccccc1-c1nc(C(N)=O)c2c(n1)n(-c1ccc3c(c1)OCO3)c(=O)n2C
  nt, 1%, nt, nt, 5, nt, 12%
O=C(Nc1ccc(Cl)cc1Cl)Nn1cnnc1
  -15%, 0%, 6%, -1%, 9, -3%, -6%
Cc1cccc(C(=O)Nc2scc(-c3ccc(Br)cc3)c2C(=O)O)c1
  -6%, -2%, -15%, nt, ?, nt, nt
COC(=O)c1sc(S(=O)(=O)N2CCN(c3ccccc3)CC2)c(C(=O)OC)c1C
  -20%, 10%, 3%, -1%, -6, 4%, -1%
O=C(NCc1cccc(F)c1)C1CCN(C(=O)c2sccc2-n2cccc2)CC1
  -6%, -9%&2%, -19%, 12%, -7&-23, 10%, 4%&-10%
CN(C)C(=O)C1OC(C)(C)OC1C(=O)N(C)C (stereo not drawn)
  -2%, -10%, 7%, -6%, -16, -8%, -5%
Cc1cc(NC(=O)COC(=O)c2ccc(S(=O)(=O)N3CCCc4ccccc43)cc2)no1
  -4%, -2%, ?, -11%, 9, 3%, 4%
CCc1cc(=O)oc2c(C)c(OCC(=O)NCCCN3CCCC3=O)ccc12
  10%, -2%, 7%, 17%, -18, -2%, 1%
COc1cccc2cc(-c3nnc(SCC(=O)Nc4nc(C)cs4)n3C)oc12
  4%, -4%, 13µM*, 31%, 5, 1%, 1%
Cc1cc(C)cc(C(=O)OCC(=O)Nc2cccc(S(=O)(=O)NC3=NCCCCC3)c2)c1
  -14%, 2%, ?, -5%, -9, 6%, ?
Cc1sc2ncnc(OCC(=O)N3CC(=O)Nc4ccccc43)c2c1C
  2%, 0%, -5%, 1%, 20, -18%, -11%
C=CCNc1nc(Cl)nc(Nc2ccc(OC)cc2)n1
  -8%, 1%, -4%, -23%, 60, 1%, 2%
COc1ccc(N2C(=O)CC(NCCNc3ccc([N+](=O)[O-])cn3)C2=O)cc1 (stereo not drawn)
  -16%, -1%, 2%, -20%, 1, 2%, 1%
Cn1c2ccccc2c(=O)c2c(=O)n(C3CCCCC3)c(-c3cccs3)nc21
  -4%, -17%, 10µM*, -34%, ?, 4%, -1%
O=C(O)C(c1ccccc1)N1CCCC1 (stereo not drawn)
  -4%, -1%, -2%, -14%, 41, 1%, ?
O=S(=O)(c1ccccc1)N(CC(O)CN1CCCCC1)c1ccccc1 (stereo not drawn)
  11%, -4%, 13%, 10%, 38, 4%, -11%
Clc1ccc2oc(-c3cccnc3NCc3ccccc3)nc2c1
  2%, 7%, 1%, ?, 8, 2%, -6%
CCOC(=O)C1=C(C)OC2(O)c3ccccc3C(=O)C12O (stereo not drawn)
  0%, -5%, 10%, -5%, 6, -2%, 4%
COc1ccc(C2=CC(=O)C[C@H](CN3C(=O)c4ccccc4C3=O)N(C(=O)OC(C)(C)C)O2)cc1
  28%, -1%, -13%[8.37 µM], nt, 8, nt, nt
CC1CCN(CCNC(=O)CCS(=O)(=O)c2ccc(Br)cc2)CC1
  1%, -2%, ?, -14%, -14, -3%, 3%
CSc1ccc(CNC(=O)C2Cc3cc(S(=O)(=O)N4CCCCC4)ccc3N2C(C)=O)cc1 (stereo not drawn)
  2%, -3%, ?, 84%[activator], -32, -13%, -6%
O=C(C1CCCN(S(=O)(=O)c2cccc3nonc23)C1)N1CCN(c2cccc(Cl)c2)CC1 (stereo not drawn)
  -2%, -21%&0%, 7.9µM*, -2%, -65*!, -1%, 8%&-12%
O=S(=O)(/N=C(/Nc1ccccn1)c1ccccc1)c1ccc(F)cc1
  -2%, -2%, 11%, -9%, -24, 0%, -4%
Oc1ccc(/C=N/NP(=S)(c2ccccc2)c2ccccc2)cc1O
  35%[activator], -24%, 8%, -34%, 38, -1%, 2%
CCOC(=O)c1c(NC(=O)C2=C(C)NC(=S)NC2c2ccc(CC)cc2)sc(C)c1C (stereo not drawn)
  nt, nt, ?, 13µM*, nt, 1%, -11%
CCN(CC)CCNc1nc(-c2ccc(OC)cc2)c(-c2ccc(OC)cc2)s1
  -6%, -7%, ?, 51%, -39, 2%, -4%
O=C(NCCOc1ccc(F)cc1)C1CCC(=O)N(CCCN2CCCC2=O)C1 (stereo not drawn)
  9%, -7%, 7%, -7%, 0, -2%, ?
CCCCOC(=O)Nc1nnc(C(C)C)s1
  -2%, 3%, ?, -14%, 183, 2%, -14%
Cc1ccc(-c2c(CN3CCN(c4cccc(C)c4C)CC3)csc2C)cc1
  nt, -10%, nt, nt, -14, nt, 11%
O=C(Cn1nnc(-c2ccccc2F)n1)N1CCCCC1
  7%, -1%, -22%, -12%, 71, -1%, -8%
COc1ccc(CCNc2ccncn2)cc1OC
  -6%, 1%, -29%, -19%, -13, 5%, ?
Cc1oc(-c2ccccc2)cc1C(=O)Nc1ccccc1
  -6%, -2%, ?, -19%, -14, -6%, -11%
CCOC(=O)c1ccc(NS(=O)(=O)c2ccc3[nH]c(=O)[nH]c3c2)cc1
  19%, -22%, 2%, -31%, 34, 0%, 1%
CC(OC(=O)Cc1c[nH]c2ccccc12)C(=O)Nc1ccc(S(N)(=O)=O)cc1 (stereo not drawn)
  -4%, 2%, 19%, -15%, 8, nt, -17%
CCn1c(SCC(=O)Nc2nncs2)nnc1C(C)NC(=O)c1ccccc1Br (stereo not drawn)
  -19%, 0%, 0%, -2%, -22, -2%, 4%
CC1Sc2ccc(S(=O)(=O)CCC(=O)NCc3cccs3)cc2NC1=O (stereo not drawn)
  -1%, 5%, 5%, -9%, 55, -14%, ?
CC(OC(=O)c1cccc(S(=O)(=O)Nc2cccc(C(F)(F)F)c2)c1)C(=O)Nc1ccc2c(c1)OCCO2 (stereo not drawn)
  -6%, -23%, -29%, -21%, ?, 0%, ?
COc1cccc(/C=C/C(=O)OCC(=O)NCCNC(=O)COC(=O)/C=C/c2cccc(OC)c2)c1
  -2%, 9%, 8%, 8%, -14, nt, 9%
CCOC(=O)N1CCN(C(=O)c2ccc(NS(=O)(=O)c3ccc(F)cc3)cc2)CC1
  -5%, 0%, 9%, 5%, 17, 1%, 4%
CCCc1ccc(Oc2coc3cc(OCC(=O)Nc4ccccc4C)ccc3c2=O)cc1
  15%, -1%, 11%, -20%, -31, 1%, -7%
Cc1ccc(-c2nc(CSCC(=O)N3CCN(c4ccccn4)CC3)c(C)o2)cc1
  -5%, 1%, ?, 114%[activator], ?, 2%, -7%
COc1ccc(NC(=O)Cn2c(=O)n(CCCC(=O)NCc3ccccc3OC)c(=O)c3ccccc32)cc1Cl
  nt, 1%, nt, nt, 11, nt, 18%
CCOc1ccc(CC(=O)NCCS(=O)(=O)N2CCN(c3ccc(OC)cc3)CC2)cc1
  nt, -4%, nt, nt, -14, nt, 20%
C(=C\c1ccco1)/c1ccc2ccccc2n1
  -17%, ?, 3%, -48%, 191, ?, -11%
COc1cccc(C(=O)N2CCN(Cc3nc(CC4CC4)no3)CC2)c1
  6%, -16%, 0%, 9%, 0, 3%, 1%

# Part of the list above, with each value named:
mol: CCOC(=O)N1CCN(C(=O)c2ccc(NS(=O)(=O)c3ccc(F)cc3)cc2)CC1
  AMA1 RON2 block = -5%; Tb PYK inh = 0%; HCV inhibitor = 9%; AmpC inh no detg = 5%; HCMV inh = 17; LmPK inhibitor = 1%; AmpC detergent = 4%

mol: COc1cccc(C(=O)N2CCN(Cc3nc(CC4CC4)no3)CC2)c1
  AMA1 RON2 block = 6%; Tb PYK inh = -16%; HCV inhibitor = 0%; AmpC inh no detg = 9%; HCMV inh = 0; LmPK inhibitor = 3%; AmpC detergent = 1%

mol: COc1ccc(NC(=O)Cn2c(=O)n(CCCC(=O)NCc3ccccc3OC)c(=O)c3ccccc32)cc1Cl
  AMA1 RON2 block = nt; Tb PYK inh = 1%; HCV inhibitor = nt; AmpC inh no detg = nt; HCMV inh = 11; LmPK inhibitor = nt; AmpC detergent = 18%

# Other structures:
# Below each compound: AMA1 RON2 block, Tb PYK inh, HCV inhibitor, AmpC inh no detg, HCMV inh, LmPK inhibitor, AmpC detergent
Cc1cc(NC(=O)CN2CCOCC2)n(-c2nc3ccccc3s2)n1
  7%, 13%, -11%, nt, 430, 4%, -1%
O=c1c2cc(NC(=S)NCc3cccnc3)ccc2nc2n1CCCCC2
  8%, 8%, -8%, -23%, -21, -6%, -2%
CC(=O)c1cccc(NC(=O)CN2CCc3cc4c(cc3C2)OCCCO4)c1
  -6%, 7%, ?, -6%, 21, -7%, 0%
COc1cc2cc(CCOC(=O)CCCC(=O)O)oc(=O)c2cc1OC
  3%, -1%, 7%, -7%, 24, nt, -6%
CC1CCN(S(=O)(=O)c2ccc3ncn(CC(=O)N(C)Cc4ccccc4)c(=O)c3c2)CC1
  -4%, 1%, -6%, 35%, 63, -4%, 0%
O=C(CCN1C(=O)c2ccccc2C1=O)C1=NN[C@@H]2C(=O)N(c3ccc4c(c3)OCO4)C(=O)[C@H]12
  9%, -2%, 18%, -23%, 31, 3%, -7%
Nc1nc2nonc2nc1N1CCCCC1
  6%, -7%, 1%, -5%, -27, 1%, -4%

# One compound at a time (already shown). Values in the order: AMA1 RON2 block	Tb PYK inh	HCV inhibitor	AmpC inh no detg	HCMV inh	LmPK inhibitor	AmpC detergent
# Shown for CC1CCN(S(=O)(=O)c2ccc3ncn(CC(=O)N(C)Cc4ccccc4)c(=O)c3c2)CC1 = -4%	1%	-6%	35%	63	-4%	0%
# Shown for CC(=O)c1cccc(NC(=O)CN2CCc3cc4c(cc3C2)OCCCO4)c1 = -6%	7%	?	-6%	21	-7%	0%
# Shown for COc1cc2cc(CCOC(=O)CCCC(=O)O)oc(=O)c2cc1OC = 3%	-1%	7%	-7%	24	nt	-6%
# Shown for O=c1c2cc(NC(=S)NCc3cccnc3)ccc2nc2n1CCCCC2 = 8%	8%	-8%	-23%	-21	-6%	-2%

# Bioassay records (PubChem BioAssay)
